Source: PubChem (several laboratories)
SKKanGAS inh – blocks kanamycin growth of S. pyogenes SKKanGAS strain; inhibition, % at 7.5 µM; BacTiter-Glo, 6 h; AID 1662; 1.3% of 300,000 active;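 active = mean replicate score, as percent of positive control median, at least 50; inconclusive = mean below 50 but one replicate at or above 50; inactive = mean and every replicate below 50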;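 note: strain carries kanamycin resistance gene driven by streptokinase promoter and grows in 40 µg/ml kanamycin; loss of luminescence reflects streptokinase promoter inhibition or plain growth inhibition; 0% = median of DMSO wells and 100% = positive control at its reference dose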
HDAC3 inhib – human HDAC3 inhibition; O15379; recombinant HDAC3, fluorogenic peptide/trypsin coupled, fluorescence; inhibition, % at 8.3 µM; 0.15% of 320,000 active; in the data active = inhibition above about 26%, passing the limit was not always enough; inconclusive = no clear call, values can overlap the other calls
ANO1 block – blocks the mouse calcium-activated chloride channel TMEM16A. Q8BHY3. HEK293 TMEM16A/YFP iodide influx fluorescence, ionomycin. normalized B-score (activity score, 25-100; higher = stronger inhibition) at 10 µM. 1.2% of 310,000 active. AID 588511;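 active = ratio plate-corrected score three or more library SD toward inhibition, starting fluorescence score within five deviations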;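 note: score derived from kinetic fluorescence span divided by baseline fluorescence per well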
MrgX1 PAM – allosterically activates human MrgX1 receptor signaling; AID 588675; MrgX1-HEK293, Fluo-4 calcium flux, FDSS; hits give high values; 0.63% of 310,000 active; B-score at 10 µM; Q96LB2;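 active = plate-corrected calcium response at least 3 library SD above typical, normal starting fluorescence, not activating the receptor alone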;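 note: compound read alongside a low EC10 to EC30 dose of BAM8-22 agonist; peak minus trough fluorescence over baseline measured at the second addition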
TRPC6 inhibitor – inhibitors of mouse TRPC6 channel; 1.1% of 310,000 active; B-score at 10 µM; AID 2553; HEK293-TRPC6, membrane potential dye, ACh-evoked depolarization; hits give low values; Q61143;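 active = B-score under library mean minus 3 SD, initial fluorescence not abnormally high, positive integrated signal ratio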;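 note: B-score derived from integrated fluorescence ratio over the kinetic read; more negative B-score means stronger inhibition of depolarization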
Target sequence (Q61143 whole entry, looked up): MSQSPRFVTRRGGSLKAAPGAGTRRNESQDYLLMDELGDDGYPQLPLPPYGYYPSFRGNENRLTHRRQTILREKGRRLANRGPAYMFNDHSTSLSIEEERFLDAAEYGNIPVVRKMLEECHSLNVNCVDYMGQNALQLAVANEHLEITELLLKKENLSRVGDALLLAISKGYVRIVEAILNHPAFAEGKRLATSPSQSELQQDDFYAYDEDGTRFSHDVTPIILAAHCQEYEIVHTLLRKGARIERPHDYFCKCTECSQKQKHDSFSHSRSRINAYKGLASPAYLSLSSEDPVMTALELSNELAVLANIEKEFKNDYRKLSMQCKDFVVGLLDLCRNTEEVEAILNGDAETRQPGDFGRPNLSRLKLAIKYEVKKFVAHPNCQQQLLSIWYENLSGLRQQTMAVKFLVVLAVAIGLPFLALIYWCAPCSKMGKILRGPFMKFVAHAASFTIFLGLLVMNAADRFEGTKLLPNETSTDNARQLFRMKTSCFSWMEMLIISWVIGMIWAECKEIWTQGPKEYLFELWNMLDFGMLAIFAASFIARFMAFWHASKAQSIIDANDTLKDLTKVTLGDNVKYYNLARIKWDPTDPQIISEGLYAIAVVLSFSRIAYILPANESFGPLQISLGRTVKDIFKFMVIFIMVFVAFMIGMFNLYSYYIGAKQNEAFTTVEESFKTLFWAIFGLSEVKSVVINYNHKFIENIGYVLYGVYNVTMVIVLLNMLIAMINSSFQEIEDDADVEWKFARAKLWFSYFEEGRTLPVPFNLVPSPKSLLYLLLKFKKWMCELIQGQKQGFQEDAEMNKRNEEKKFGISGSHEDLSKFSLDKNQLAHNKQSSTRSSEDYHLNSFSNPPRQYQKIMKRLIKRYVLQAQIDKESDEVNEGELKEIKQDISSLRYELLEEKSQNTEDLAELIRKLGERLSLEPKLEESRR
MrgX1 antag – human MrgX1 receptor antagonism, primary screen | Q96LB2 | MRGX1-HEK293 calcium flux, Fluo-4, BAM8-22 antagonism; hits give low values | B-score at 10 µM | 1.3% of 310,000 active;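 active = calcium-response B-score plate-corrected more than 3 library SD below zero, starting fluorescence within 5 deviations, no agonist response on first addition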;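 note: peak minus trough fluorescence over baseline after final BAM8-22 challenge near maximal dose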
TMEM16A act – mouse TMEM16A channel activation, primary screen. B-score at 10 µM. 0.3% of 340,000 active. HEK293 TMEM16A/YFP-H148Q/I152L, iodide quench fluorescence; hits give low values. Q8BHY3;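 active = fluorescence-ratio B-score plate-corrected deviation score at least 3 library SD below zero, with starting fluorescence score within 5 deviations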;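 note: channel opened by trigger with iodide after compound preincubation; score built on the fluorescence ratio of max minus min over baseline; more negative score means more quench and so TMEM16A activation or potentiation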
RGS4 inh – inhibitors of human RGS4; HEK293 M3R/RGS4 inducible, Fluo-4 calcium flux; hits give high values; triggered by carbachol at its EC20; B-score at 10 µM; 0.45% of 310,000 active;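 active = B-score, a plate-corrected calcium signal, over three deviations above library mean, with baseline fluorescence within five deviations of library mean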;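 note: RGS4 expression induced by doxycycline in cells with stable M3 receptor; B-score is computed from the integrated fluorescence ratio over baseline after carbachol; higher B-score means a larger calcium signal and so more RGS4 inhibition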
Target sequence (P49798 whole entry, looked up): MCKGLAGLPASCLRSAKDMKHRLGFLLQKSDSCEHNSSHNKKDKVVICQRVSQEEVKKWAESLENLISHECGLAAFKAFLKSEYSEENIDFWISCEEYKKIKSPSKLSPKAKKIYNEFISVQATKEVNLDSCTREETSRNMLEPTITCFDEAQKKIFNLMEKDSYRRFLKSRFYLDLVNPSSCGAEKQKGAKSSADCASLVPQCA
RGS4 pot – RGS4 potentiation or activation. B-score at 10 µM. HEK293 M3R/inducible RGS4, carbachol calcium flux Fluo4; hits give low values. 0.92% of 310,000 active. AID 463111;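 active = B-score of the integrated calcium signal more than 4 SD below the library mean, with starting fluorescence not abnormally high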;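 note: negative B-score means reduced calcium response which marks RGS4 activation or potentiation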
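Material: Inducible-RGS4 HEK293 cells carrying M3 receptor; also added: carbachol at ECmax as muscarinic agonist stimulus; incubation: compound preincubation 20 min at room temperature before agonist; signal: Fluo4-AM (2 µM) calcium-flux fluorescence, kinetic read; measure: integrated calcium ratio converted to B score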
TRPC6 act – activators of mouse TRPC6 channel; B-score at 10 µM; 0.13% of 310,000 active; HEK293-TRPC6 membrane potential dye fluorescence; hits give high values; AID 2550;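 active = B-score of the integrated fluorescence ratio above library mean plus 3 SD, and starting fluorescence ratio within library mean plus 5 SD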;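 note: higher score means more depolarization so channel activation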
MrgX1 ag – agonists of human MrgX1 receptor. MrgX1-HEK293 cells, Fluo-4 calcium fluorescence, agonist mode; hits give high values. Q96LB2. AID 588627. 0.44% of 310,000 active. B-score at 10 µM;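 active = calcium response B-score plate-corrected fluorescence ratio at least 3 library SD, with starting fluorescence B-score inside 5 SD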
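Material: HEK293 cells stably expressing human MrgX1 receptor | Quantity: 15,000 cells per well | Times: Cells plated overnight, dye loaded 0.5 h 37 °C, 0.5 h room temperature | Measured by: Kinetic Fluo-4 NW fluorescence of intracellular calcium | Control set: Positive and negative controls per plate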
* marks the source's active call; other numbers are inactive results; i = inactive; ? = inconclusive; · = no result given. No enrichment for hits; about 6.7% have a hit in one of these screens.

Under each structure: SKKanGAS inh	HDAC3 inhib	ANO1 block	MrgX1 PAM	TRPC6 inhibitor	MrgX1 antag	TMEM16A act	RGS4 inh	RGS4 pot	TRPC6 act	MrgX1 ag
- Cc1ccc(/C=C/C(=O)N2CC(=O)Nc3ccccc32)o1
  3	12	i	i	i	i	i	i	i	i	i
- CC1CCCN(C(=O)CN2C(=O)C(C)Oc3ccccc32)C1 (stereo not drawn)
  -4	?	i	i	i	i	i	i	i	i	i
- O=C(NC12CCC(O)C(SC1)/C2=N/O)c1ccccc1 (stereo not drawn)
  -3	-2	i	i	i	i	·	i	i	i	i
- CCCn1c(SCC(=O)Nc2cccc(S(=O)(=O)NC3=NCCCCC3)c2)nc2ccccc2c1=O
  -4	0	i	i	i	i	i	i	i	i	i
- O=C(CN1C(=O)NC2(CCc3ccccc32)C1=O)Nc1cccc(F)c1 (stereo not drawn)
  -2	1	i	i	i	i	i	i	i	i	i
- O=C(c1cc2sccc2n1Cc1ccccc1)N1CCc2ccccc21
  6	9	i	i	i	i	i	i	i	i	i
- Cc1ccc(/C=N/c2sc3c(c2C(N)=O)CCCC3)o1
  21	4	i	i	i	i	i	i	i	i	i
- Cc1ccc(OC(C)C(=O)N2CCc3ccccc32)cc1 (stereo not drawn)
  2	6	i	i	i	i	i	i	i	i	i
- CN(C)C1(CNC(=O)C2CCN(S(=O)(=O)c3ccccc3C(F)(F)F)CC2)CCCCC1
  -3	17	i	i	i	i	i	i	i	i	i
- Cc1ccc(S(=O)(=O)NC(=NCC(=O)O)c2ccc(F)cc2)cc1
  0	-12	i	i	i	i	i	i	i	i	i
- CCCOc1ccc2oc(=O)c3c(c2c1)CCCN3C(=O)CN1CCN(c2ncccn2)CC1
  -2	-1	i	i	i	i	i	i	i	i	i
- COc1ccc(C(CC(=O)N2CCN(C)CC2)NC(=O)C(F)(F)F)cc1 (stereo not drawn)
  -5	-8	i	i	i	i	i	i	i	i	i
- COCC(=O)NNC(=O)c1ccc(OC)cc1
  -1	-1	i	i	i	i	i	i	i	i	i
- S=c1[nH]nc(-c2ccn[nH]2)n1-c1ccccc1Cl
  7	9	i	i	i	i	i	i	i	i	i
- COc1ccc(NC(=O)COn2nnc3ccc(Cl)cc32)cc1OC
  3	5	i	i	i	i	i	i	i	i	i
- COc1ccc(-n2c(Cc3cc(=O)[nH]c(=O)[nH]3)nnc2SCc2ccccc2)cc1
  -3	1	i	i	i	i	i	i	i	i	i
- COc1ccc(-c2nnc(SCCc3ccccc3)n2N)cc1
  -6	2	i	i	i	i	i	i	i	i	i
- O=C(Nc1nncs1)c1ccc(F)c(S(=O)(=O)N2CCCCC2)c1
  0	·	·	·	i	·	i	i	i	i	·
- Cc1cccc(Oc2c(C=O)c3ccccc3n2C)c1
  19	3	i	i	i	i	i	i	i	i	i
- Cc1cc2nc(-c3cccnc3SCC(=O)NCc3ccco3)[nH]c2cc1C
  13	-19	i	i	i	i	i	i	i	i	i
- Cc1cc(NC(=O)c2ccc(Cl)c(S(=O)(=O)N3CCOCC3)c2)no1
  -8	-10	i	i	i	i	i	i	i	i	i
- C/C(=N/NS(=O)(=O)c1ccc(Br)cc1)c1ccc(NC(=O)c2ccc(C)o2)cc1
  17	18	i	i	i	i	i	i	i	i	i
- CCCc1cc(O)c2c(C)cc(=O)oc2c1
  -1	1	i	i	i	i	i	i	i	i	31*
- CN(NC1CC(=O)N(c2ccccc2)C1=O)c1ccccc1 (stereo not drawn)
  ·	1	i	i	·	i	i	·	·	·	i
- Cc1ccc(C(=O)NNC(=S)Nc2cccc3ccccc23)s1
  6	-6	i	i	i	i	i	i	i	i	i
- CCc1ccc(NC(=O)C(=S)NC2CCCCC2)cc1
  11	5	i	i	i	i	i	i	i	i	i
- COc1ccccc1N1CCN(C2CCCN(C(=O)C3=NN(C)C(=O)CC3)C2)CC1 (stereo not drawn)
  -4	1	i	i	i	i	i	i	i	i	i
- Cc1ccc(C(=O)c2ccc(C(F)(F)F)cc2)cc1
  -1	-5	i	i	i	i	·	i	i	i	i
- O=C(Nc1ccnc(-c2ccncc2)n1)c1ccccc1Cl
  15	?	i	i	i	i	i	i	i	i	i
- O=C(NCCN1CCOCC1)c1ccc(=O)oc1
  -5	4	i	i	i	i	i	i	i	i	i
- O=C(CN1C(=O)COc2ccccc21)N1CCN(C2CCCCC2)CC1
  4	-1	i	i	i	i	i	i	i	i	i
- COc1cccc(Oc2nc(-c3ccncc3)nc3ccccc23)c1
  -3	11	i	i	i	i	i	i	i	i	i
- O=C(Cn1cnc2cc([N+](=O)[O-])ccc2c1=O)Nc1cccc2ccccc12
  -3	-5	i	i	i	i	i	i	i	i	i
- CCC1=NC(c2ccccc2)N(O)C1(C)C (stereo not drawn)
  -5	1	i	i	i	i	i	i	i	i	i
- Cc1ccc(-n2nnnc2SCC(=O)N2CC(=O)Nc3ccccc32)cc1
  6	10	i	i	i	i	i	i	i	i	i
- O=C(NC1CCCc2ccccc21)c1n[nH]c(=O)c2ccccc12 (stereo not drawn)
  -2	8	i	i	i	i	i	i	i	i	i
- CC1CCCN(CCCNC(=O)C2CC(=O)N(CCc3ccccc3)C2)C1 (stereo not drawn)
  2	3	i	i	i	i	i	i	i	i	i
- CC(OC(=O)C1=Cc2ccccc2OC1)C(=O)NC1CCCC1 (stereo not drawn)
  2	3	i	i	i	i	i	i	i	i	i
- O=C(N/N=C1\NC(=O)C(CO)(CO)S1)c1ccccc1
  -1	3	i	i	i	i	i	i	i	i	i
- CCCc1cc(=O)oc2cc(C)cc(O)c12
  -5	-3	i	i	i	i	i	i	i	i	35*
- COc1cccc(-n2cnc3sc(C)c(C)c3c2=O)c1
  -6	1	i	i	i	i	i	i	i	i	i
- O=C(Nc1nnc(C2CCCO2)s1)c1ccc(Br)cc1 (stereo not drawn)
  ·	7	i	i	·	i	i	·	·	·	i
- Cc1ccc(S(=O)(=O)c2cc3c(=O)n4ccccc4nc3n(C3CCCC3)c2=N)cc1
  18	7	i	i	i	i	i	i	i	i	i
- Cc1ccc(CNCCNCCO)s1
  5	9	i	i	i	i	i	i	i	i	i
- COc1ccccc1N(C)S(=O)(=O)c1ccc(C(=O)OCC(=O)c2c[nH]c3ccccc23)cc1
  16	6	i	i	i	i	i	i	i	i	i
- CCC(C)[C@H](NC(=O)N1CCCCC1)C(=O)OC (stereo partly drawn)
  7	-2	i	i	i	i	i	i	i	i	i
- O=C(O)c1ccc(Cl)c(S(=O)(=O)Nc2ccc3cn[nH]c3c2)c1
  9	2	i	i	i	i	i	i	i	i	i
- COCc1cc(C)nc(OCC(=O)N/N=C/c2ccco2)c1C#N
  -6	2	i	i	i	i	i	i	i	i	i
- CSCCC(NC(=O)c1ccc(Cl)cc1)C(=O)OCC(=O)c1ccc[nH]1 (stereo not drawn)
  5	0	i	i	i	i	i	i	i	i	i
- Cc1cccc(Cn2c(SCCN3CCCCC3)nc3c2c(=O)[nH]c(=O)n3C)c1
  -7	·	i	i	-5.7*	i	i	i	i	i	i

Next structures follow:
Under each structure: SKKanGAS inh	HDAC3 inhib	ANO1 block	MrgX1 PAM	TRPC6 inhibitor	MrgX1 antag	TMEM16A act	RGS4 inh	RGS4 pot	TRPC6 act	MrgX1 ag
- CC1CN(S(=O)(=O)c2ccc(NC(=O)c3ccco3)cc2)CC(C)O1 (stereo not drawn)
  7	?	i	i	i	i	i	i	i	i	i
- CC(=O)n1cc([C@H]2C=C(C(=O)N3CCN(Cc4ccccc4)CC3)O[C@@H](OCCCCO)C2)c2ccccc21
  1	0	i	i	i	i	i	i	i	i	i
- Cc1ccc2c(c1)N(C(=O)CCC(=O)NCCCN1CCOCC1)CCO2
  -5	-2	i	i	i	i	i	i	i	i	i
- CSc1ccc(/C=N\NC(=O)CC(=O)NC(C)C)cc1
  2	1	i	i	i	i	i	i	i	i	i
- CC(=O)NC(CC(=O)Nc1nc(-c2ccc(N(C)S(C)(=O)=O)cc2)cs1)c1ccccc1 (stereo not drawn)
  -2	-7	i	i	i	i	i	i	i	i	i
- O=C(O)CCCC(=O)NCCCCc1ccccc1
  2	-4	i	i	i	i	i	i	i	i	i
- O=C(C1CCCN(S(=O)(=O)c2ccccc2)C1)N1CCCCC1 (stereo not drawn)
  -16	-1	i	i	i	i	i	i	i	i	i
- C[n+]1ccn(CC(=O)c2ccc(Br)cc2)c1
  6	-2	i	i	i	i	i	i	i	i	i
- O=c1cc(O)c2sc(Nc3ccc(Cl)c(F)c3)nc2[nH]1
  15	-10	i	i	i	i	i	i	i	i	i
- O=C1OCCC1Sc1nc2ccccc2c(=O)n1-c1ccc(F)cc1 (stereo not drawn)
  -12	1	i	i	i	i	i	i	i	i	i
- CCCc1nnc(NC(=O)C(CC)OC(=O)c2cc(C)nc3ccccc23)s1 (stereo not drawn)
  -4	1	100*	i	i	i	i	i	i	i	i
- CCOC(=O)c1c(NC(=O)N/N=C/c2ccccc2OCC)sc(C(C)=O)c1C
  1	·	·	·	i	·	i	i	i	i	·
- CC(C)C(=O)Nc1cccc(-c2nc3ccccc3c(=O)o2)c1
  1	-1	i	i	i	i	i	i	i	i	i
- CC(C)(C)c1ccc(C(=O)NCCCn2ccnc2)cc1
  2	-1	i	i	i	i	i	i	i	i	i
- Cc1[nH]nc2c1C(c1ccccc1F)NC2=O (stereo not drawn)
  -5	0	i	i	i	i	i	i	i	i	i
- CC12CN3CC(C)(CN(C1)C3c1ccccc1Cl)C2O (stereo not drawn)
  5	-4	i	i	i	i	i	i	i	i	i
- CCn1nc(NS(=O)(=O)c2ccc(NC(C)=O)cc2)c2cc3cc(C)ccc3nc21
  15	-2	i	i	i	i	i	i	i	i	i
- O=C(NCCCN1CCOCC1)c1c(F)c(F)c(F)c(F)c1F
  3	3	i	i	i	i	i	i	i	i	i
- CCN(C(=O)c1cc2c(s1)-c1ccccc1S(=O)(=O)C2)c1cc(OC)ccc1OC
  -4	·	i	i	i	i	i	i	i	i	i
- C/C=C(\C)C(=O)NNC(=O)c1sc(-c2ccccc2)nc1C
  -1	5	i	i	i	i	i	i	i	i	i
- Cc1cccc(CN2CCC(n3nccc3NC(=O)c3ccccc3C)CC2)n1
  4	4	i	i	i	i	i	i	i	i	i
